GSK3beta inhib: inhibitors of human GSK3beta kinase. P49841. GST-GSK3beta kinase, ADP-Glo luminescence, 60 min; hits give low values. activity score (negative = inhibition), % at 10 µM. 300,000 tested, 0.038% active. AID 2097;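 active = more than half of replicate wells score below -50%, meaning over 50% inhibition versus plate controls; inconclusive = some replicates but at most half score below -50%; inactive = no replicate scores below -50%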;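 note: 0% = median DMSO wells and -100% = median GW8510 positive control wells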
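Test system: GST-tagged human GSK3beta kinase, cell-free; evaluation: activity score scaled between in-plate DMSO and GW8510 controls; measured by: ADP-Glo luminescence; incubation: 60 min reaction, RT; benchmarks: DMSO and 20 µM GW8510; reagent: peptide substrate plus 25 µM ATP (final); medium: Tris/MgCl2 kinase buffer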
HSF1 activator: increases HSF-1 driven luciferase reporter signal. NIH3T3-HGL HSF-1 luciferase reporter, MG132, 8 h; 100% = twice DMSO control signal. 300,000 tested, 1.7% active. activation, % at 9 µM. AID 504408;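 active = mean replicate activation of at least 50% with a set share of replicates each reaching 50%; inconclusive = only one of those two conditions met; inactive = mean below 50% and too few replicates reaching it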;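 note: 0% = median of the neutral control wells and 100% = twice that signal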
AI-2 QS mod: modulators of Vibrio harveyi AI-2 quorum sensing system | Vibrio harveyi JMH597 AI-2 luminescence/OD600 ratio, 9 h; hits give low values; strain lacks LuxN and CqsS sensors; 0 = neutral-control median | activity change, % at 7.5 µM | 300,000 tested, 0.4% active; in the data active = activity change below about -75%, passing the limit was not always enough; inconclusive = no clear call, values can overlap the other calls;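 note: luminescence divided by OD600 gain over 9 h not by final OD600 alone; inactives centre near 13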
GSK3A inh: blocks human GSK-3 alpha kinase; P49840; ADP-Glo luminescence, 60 min; inhibition, % at 10 µM; 320,000 tested, 0.1% active;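 in the data active = inhibition above about 50%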;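 note: GST-tagged GSK-3 alpha with peptide substrate and 25 µM ATP; 0% = DMSO neutral wells and 100% = GW8510 positive control wells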
Target sequence (P49840 whole entry, looked up): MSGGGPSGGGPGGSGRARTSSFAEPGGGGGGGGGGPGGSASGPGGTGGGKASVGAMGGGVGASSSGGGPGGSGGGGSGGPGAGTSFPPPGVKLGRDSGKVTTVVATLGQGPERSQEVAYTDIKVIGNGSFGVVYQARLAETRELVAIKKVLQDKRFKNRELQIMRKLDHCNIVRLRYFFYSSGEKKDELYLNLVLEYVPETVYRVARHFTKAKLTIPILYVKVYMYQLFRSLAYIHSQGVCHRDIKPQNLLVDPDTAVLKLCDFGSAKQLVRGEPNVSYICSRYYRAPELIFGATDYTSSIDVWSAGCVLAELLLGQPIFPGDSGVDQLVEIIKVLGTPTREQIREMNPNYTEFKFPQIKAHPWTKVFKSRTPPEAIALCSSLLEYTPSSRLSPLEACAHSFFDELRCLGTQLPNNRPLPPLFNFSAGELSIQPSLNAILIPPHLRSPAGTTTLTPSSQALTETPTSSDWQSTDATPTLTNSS
HSP90 inh: blocks HSP90-mediated luciferase refolding in reticulocyte lysate. 290,000 tested, 0.91% active. Rabbit reticulocyte lysate, luciferase refolding luminescence, 3 h. AID 1789. inhibition, % at 5.6 µM;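 active = inhibition above the screen-wide mean plus 3 SD, computed separately per campaign, cut at about 16% in these data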;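 note: 0% = DMSO wells and 100% = 60 µM geldanamycin wells; inhibitors lower the luminescence because luciferase stays unfolded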
PolyA inhibitor: yeast polyadenylation inhibition; S. cerevisiae SKY197-pL101 polyadenylation reporter, beta-gal luminescence; efflux-impaired pdr1/pdr3 knockout yeast; score 100 = 6 SD above DMSO; calls only at 12 µM; 300,000 tested, 0.02% active;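 active = lowest replicate activity score at least 50, where 100 means six control SD above control mean; inconclusive = lowest score under 50 but half or more replicates reach 50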;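 note: yeast exposed to compound for 9 h at 30 °C; higher score means more reporter readthrough which indicates perturbed polyadenylation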
Platelet DG rel: platelet dense granule release activity; human platelet-rich plasma, SFLLRN dense granule ATP release, luminescence; inhibition, %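 (compounds screened at 7.5 µM in platelet-rich plasma)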; 300,000 tested, 0.22% active; AID 1663;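 active = mean replicate score, as percent of positive control, at or above 50; inconclusive = mean below 50 but at least one replicate at or above 50; inactive = mean and every replicate below 50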
Dyrk1A ADPGlo: inhibitors of rat Dyrk1A kinase; Q63470; ADP-Glo luminescence, NFATc1 peptide; inhibition, % at 12.5 µM; 310,000 tested, 0.43% active; AID 504441; in the data active = inhibition above about 50%;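 note: plate controls were vehicle with enzyme for no effect and no enzyme for full effect; many of its hits are not listed in these tables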
HSF1 inhib: HSF1 inhibition. NIH3T3-HGL HSE-luciferase, MG132-induced, luminescence 8 h; hits give low values. activity change, negative = inhibition, % at 7.5 µM (by protocol). 300,000 tested, 0.77% active. AID 2098;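 active = more than half of replicate wells show activity change below -50%, luminescence cut by over half; inconclusive = some wells, but at most half, below -50%; inactive = no replicate well below -50%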;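 note: luciferase reports HSF-1 transcriptional activity via heat shock element; 0% = median of DMSO wells and -100% = zero luminescence signal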
HDAC3 inhib: human HDAC3 inhibition | recombinant HDAC3, fluorogenic peptide/trypsin coupled, fluorescence | inhibition, % at 8.3 µM | 320,000 tested, 0.15% active | AID 2718; in the data active = inhibition above about 26%, passing the limit was not always enough; inconclusive = no clear call, values can overlap the other calls
Target sequence (O15379 whole entry, looked up): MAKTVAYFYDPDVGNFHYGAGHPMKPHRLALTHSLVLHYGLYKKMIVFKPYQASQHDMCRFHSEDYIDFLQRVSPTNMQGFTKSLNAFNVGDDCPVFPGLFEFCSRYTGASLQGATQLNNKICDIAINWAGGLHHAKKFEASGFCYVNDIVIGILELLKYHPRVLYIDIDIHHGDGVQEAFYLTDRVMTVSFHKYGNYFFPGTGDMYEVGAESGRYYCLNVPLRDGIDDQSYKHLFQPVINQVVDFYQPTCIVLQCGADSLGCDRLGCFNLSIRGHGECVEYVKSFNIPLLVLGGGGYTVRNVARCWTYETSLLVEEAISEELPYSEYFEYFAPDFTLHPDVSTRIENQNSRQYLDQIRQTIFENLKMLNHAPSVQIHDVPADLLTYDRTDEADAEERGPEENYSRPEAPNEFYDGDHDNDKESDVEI
Numbers without * were called inactive; i = inactive; ? = inconclusive; nt = not tested or not shown. The list is partial (hit frequency here may not be typical).

SMILES | GSK3beta inhib | HSF1 activator | AI-2 QS mod | GSK3A inh | HSP90 inh | PolyA inhibitor | Platelet DG rel | Dyrk1A ADPGlo | HSF1 inhib | HDAC3 inhib
Cc1nc(-c2ccc(C(=O)NCCO)cc2)cs1 | 1.2 | -6.7 | 7.0 | -5.7 | -2.8 | i | 4.2 | -2.4 | 2.9 | -5.1
COC(=O)C1=C(C)N(CCCC(=O)O)C(=O)NC1c1cccc(Cl)c1Cl (stereo not drawn) | -0.7 | -10.2 | 10.1 | -2.9 | nt | i | 0.4 | -3.0 | -3.5 | 2.6
C=CCNC(=O)CSc1n[nH]c(-c2cc(Cl)ccc2OC)n1 | 1.3 | -1.2 | 10.8 | -3.0 | 0.8 | i | 8.6 | -2.8 | -2.2 | 0.5
COc1ccc(N=Nc2c(C)[nH][nH]c2=O)cc1 | -4.1 | 0.7 | 6.2 | nt | -1.0 | i | 3.5 | 15.5 | 0.8 | 1.1
Cc1cc(C(=O)NN=C2CCCCC2)c2ccccc2n1 | nt | nt | nt | -6.5 | 6.2 | nt | nt | -1.9 | nt | 5.4
C/C(=N\Nc1ccccc1Cl)c1ccc(-n2ccnc2)cc1 | 1.3 | -1.8 | 17.7 | -0.6 | -0.5 | i | -21.1 | nt | -0.8 | -2.6
O=C(c1cc2nc(-c3cccs3)cc(C(F)(F)F)n2n1)N1CCCc2ccccc21 | 2.5 | -12.2 | 27.1 | -0.3 | 4.5 | i | -1.8 | -9.5 | -2.9 | -1.3
CSc1nsc(SCC(=O)Nc2ccc(C(C)=O)cc2)n1 | -2.8 | 28.4 | -12.6 | nt | -1.3 | i | 0.4 | -0.6 | 29.2 | -0.2
O=C(O)C1C2CCC(O2)C1C(=O)Nc1ccc(O)cc1 (stereo not drawn) | -0.1 | -11.5 | 13.6 | -0.4 | -3.7 | i | -8.7 | -1.9 | -6.6 | 1.9
Cc1cc(C)n(-c2nnc(C)n2NS(=O)(=O)c2ccc(F)cc2)n1 | -0.4 | 6.8 | 15.1 | -1.5 | -1.7 | i | -12.5 | 0.7 | 2.3 | -0.9
O=C1NC(c2ccncc2)Nc2ccccc21 (stereo not drawn) | -0.5 | -18.6 | 31.0 | 2.9 | -3.4 | i | 3.3 | 10.2 | 1.2 | -4.8
C=CCn1c(SC2CCOC2=O)nc2sc(C)c(C)c2c1=O (stereo not drawn) | 0.4 | -0.6 | 6.1 | 2.5 | 0.2 | i | nt | 12.1 | -4.1 | 5.8
CCOc1ccc(/C=N/Nc2nncc(-c3ccccc3)n2)cc1OC | -0.1 | 1.3 | 43.8 | -1.7 | -0.2 | i | -1.9 | -0.4 | -7.1 | -1.9
Cc1ccc(S(=O)(=O)c2c[nH]c3ccc(C)cc3c2=O)cc1 | -2.4 | 7.2 | 13.6 | -2.9 | -2.1 | i | -3.1 | 2.2 | 1.5 | 3.4
O=C(Cn1nnc2ccccc2c1=O)NC1CCCc2ccccc21 (stereo not drawn) | 2.9 | 6.7 | 24.6 | -3.3 | -1.1 | i | 1.1 | -7.5 | -0.1 | 2.0
Cc1ccc(Cn2c(C(C)Nc3nc(C)cs3)nc3cc(Cl)c(Cl)cc32)cc1 (stereo not drawn) | 1.9 | -7.7 | 5.8 | 0.1 | nt | i | 0.4 | nt | -9.1 | -4.8
COc1ccc(C2=NCCn3nc4cc(C(F)(F)F)ccc4c32)cc1 | 6.2 | -15.3 | 7.8 | 2.5 | nt | i | -1.2 | 7.0 | 3.5 | 19.1
Cc1ccc(NC(=S)NC2CCN(Cc3ccccc3)CC2)cc1 | 1.2 | -2.3 | -16.6 | -1.5 | 2.9 | i | -4.3 | 3.9 | -0.5 | -1.3
Cc1ccccc1N(C(=O)c1snc(C(N)=O)c1N)C(C(=O)NC1CCCCC1)c1ccc(O)cc1 (stereo not drawn) | -0.6 | 19.5 | 18.7 | -0.8 | -0.8 | i | -32.5 | -0.6 | 10.5 | 0.8
COC(=O)C(CC(=O)c1cccc(OC)c1)c1ccc(F)cc1 (stereo not drawn) | 1.2 | 11.8 | 9.5 | -0.4 | -2.1 | i | 3.0 | -2.3 | 1.4 | -8.2
COc1cccc(CN(C)C(=O)c2cccnc2SC)c1OC | -2.1 | 11.1 | 8.5 | -2.1 | -1.7 | i | -2.5 | -4.7 | -0.3 | -1.3
CCN(CC)c1nc(N2CCN(CCO)CC2)nc2ccccc12 | -1.0 | 3.8 | -2.4 | 5.0 | 3.3 | i | -6.8 | -1.8 | -7.2 | -5.1
Cc1ccc(C(=O)NCCc2nnc3ccc(SCC(=O)Nc4ccccc4F)nn23)cc1 | -0.1 | 0.7 | 17.8 | -0.7 | -6.7 | i | 10.6 | 7.3 | 1.9 | 5.9
CCOC(=O)c1[nH]c(C)c(C(=O)N(CC)CC)c1C | -1.3 | 12.6 | -1.2 | -1.8 | -2.3 | i | 18.2 | 7.1 | 5.2 | -1.5
Nc1nonc1C(=O)NCCNC(=O)c1ccc(Cl)c(Cl)c1 | -2.4 | 20.1 | 21.2 | 1.6 | -0.3 | i | 13.6 | 0.0 | 2.7 | -1.6
COc1ccccc1-c1nn2c(C(F)(F)F)nnc2s1 | -1.1 | -8.1 | 24.1 | 0.2 | -0.9 | i | 1.7 | -5.4 | 2.5 | -3.2
CCOc1ccc(NC(=S)N(Cc2ccc(N(C)C)cc2)Cc2ccco2)cc1 | -10.2 | 20.6 | 10.5 | -0.8 | 3.3 | i | 5.0 | 6.8 | 15.0 | -1.0
CC(C)c1ccc(NC(=O)CCS(=O)(=O)c2cccc3nonc23)cc1 | -2.6 | 0.5 | 17.4 | -2.6 | -1.2 | i | -4.7 | -1.0 | -2.7 | 0.3
NC(=O)c1ccc(Nc2nnc(-c3ccc(O)cc3)c3ccccc23)cc1 | 1.8 | 19.2 | 13.9 | 0.8 | -2.5 | nt | 17.6 | nt | 3.2 | 4.2
CCOC(=O)c1c(N)sc(C(=O)OC)c1C | -0.2 | 3.2 | 15.9 | 0.1 | -1.9 | i | -5.0 | 3.5 | 2.1 | 0.3
C/C(=N\NC(=O)c1ccn(C)n1)c1cccc(NC(=O)c2ccc(C)s2)c1 | -3.4 | 14.2 | 21.0 | 3.2 | 0.6 | i | 8.3 | -7.0 | 19.2 | -15.4
O=C(Nc1cccc([N+](=O)[O-])c1)Nc1ccc2c(c1)OCCO2 | -1.7 | ? | 19.3 | -3.1 | -3.1 | i | 3.5 | 6.5 | 40.7 | 1.4
COc1ccc(N2CCN(C(=O)CNC(=O)c3cccs3)CC2)cc1 | 2.8 | -10.9 | 4.0 | 1.5 | -3.2 | i | -2.1 | 1.4 | -2.8 | 3.1
CCCCNC(=O)c1onc(CSc2cccc(C)c2)c1C(=O)O | -1.2 | -6.9 | 2.8 | -8.7 | -2.8 | i | 0.3 | 2.7 | -3.3 | -0.8
CC(C)(C)c1ccc(C(=O)NC(=S)NCC2CCCO2)cc1 (stereo not drawn) | -0.6 | 15.4 | -12.0 | -0.5 | 4.3 | i | -6.5 | 5.2 | -3.6 | -3.1
Cc1c(N)ccc(-n2nc3ccccc3n2)c1C | 2.3 | -12.0 | 16.6 | -2.3 | nt | i | 1.4 | nt | 0.1 | -2.9
CCOc1ccc(NC(=O)c2ccc(S(=O)(=O)N3CCOCC3)cc2)cc1 | -0.6 | -26.1 | 21.7 | -2.8 | -2.6 | i | 2.6 | 11.4 | -6.7 | -0.4
COc1ccc(NC(=O)c2ccc3nc[nH]c3c2)cc1 | 0.0 | 46.4 | -5.0 | -2.1 | 1.2 | nt | 6.9 | -4.5 | 12.3 | 3.8
O=C(Cn1ccc2cc(S(=O)(=O)N3CCCC3)ccc21)NCCc1ccccc1 | 1.0 | 7.3 | -2.6 | 13.0 | -0.7 | i | -4.6 | nt | -2.8 | 5.3
CCN1C(=O)c2ccccc2S(=O)(=O)c2ccc(C(=O)N3CCOCC3)cc21 | 1.0 | -9.7 | -4.0 | -2.3 | 1.1 | i | -19.0 | 2.6 | -1.5 | -5.4
Cc1coc2c(C)c3oc(=O)c(CCC(=O)N(C)CC(=O)O)c(C)c3cc12 | -2.4 | 15.9 | 1.6 | 0.0 | 0.0 | i | 1.7 | 6.8 | 2.2 | 4.3
O=C(CCNC(=O)c1ccccc1Cl)NCC1CCCO1 (stereo not drawn) | 1.0 | -0.2 | 15.9 | -1.7 | nt | i | -4.8 | 2.2 | 0.9 | -2.8
Cc1ccsc1/C=C1/SC(=O)N(CC(=O)N2CCOCC2)C1=O | -1.0 | 25.2 | 11.5 | nt | -1.9 | i | -1.8 | 2.5 | 2.2 | 15.2
CC(C)(C)c1ccc(C(=O)NCCc2ccccc2)cc1 | 0.5 | -39.6 | 8.5 | -1.9 | 21.4* | i | -3.2 | 4.3 | -30.4 | -4.6
COC(=O)/C(=C\Nc1ccc(Cl)c2ccccc12)c1ncc(C(F)(F)F)cc1Cl | 1.7 | 7.9 | 9.8 | -1.7 | 1.9 | i | -1.3 | 1.7 | -1.4 | -1.8
COC(=O)CCC(=O)Nc1ccc(S(=O)(=O)Nc2cc(OC)nc(OC)n2)cc1 | 2.2 | 12.0 | -0.3 | -5.1 | 3.6 | i | -1.1 | -2.8 | 0.2 | 1.7
C/C(=C\c1ccco1)C1Nc2cccc3cccc(c23)N1 | -3.0 | nt | 16.7 | 1.3 | 3.4 | i | -3.4 | nt | nt | -0.4
CN1CCN(NC(=O)CN2C(=O)/C(=C/c3c(Cl)cccc3Cl)SC2=S)CC1 | -0.2 | -10.6 | 29.9 | 1.8 | -8.3 | i | -0.8 | -1.4 | 3.6 | 0.8
CC(C)C(=O)Nc1cc(C(F)(F)F)ccc1N1CCOCC1 | -2.8 | -0.1 | 16.8 | -2.0 | -0.4 | i | 0.1 | -2.0 | -6.5 | 1.2
Cc1ccc(CC(=O)Nc2ccccc2-c2ccccc2)cc1C | 1.1 | 8.2 | 16.2 | -7.1 | 1.9 | i | -8.4 | 3.8 | -5.4 | 8.1
O=C(N/N=C/c1ccc(-c2ccc([N+](=O)[O-])cc2)o1)C(O)c1ccccc1 (stereo not drawn) | 0.1 | -4.9 | 19.6 | 10.2 | 0.1 | i | 1.1 | 6.9 | 1.7 | 5.2
CCC1(CC)Cc2ccccc2-c2nc(NCCO)[nH]c(=O)c21 | 0.4 | 4.1 | 5.4 | 0.5 | 0.1 | i | 1.5 | 7.5 | 1.9 | -62.7
O=S(=O)(Cc1nnnn1-c1ccccc1)c1ccc(Cl)cc1 | 1.4 | 8.5 | 13.9 | 1.3 | 0.8 | i | -10.0 | -7.6 | -5.7 | nt
COc1ccc(C(=O)Nc2nc3ccccc3[nH]2)cc1 | 0.5 | 20.9 | 14.5 | -2.4 | 74.0* | i | -2.6 | 9.7 | -6.5 | 0.7

Compound activity deposited in PubChem BioAssay by several laboratories.
